High-throughput results: PubChem BioAssay, Small Molecule Screening Facility, UW Madison
PriA SSB inh: blocks PriA binding to SSB C-terminal tail; AlphaScreen SSBct-PriA binding, biotinylated peptide; inhibition, % at 33 µM; hit rate 0.6% among 430,000; AID 1272365; in the data active means inhibition mostly above about 37%, no sharp cut-off; inactive means mostly below about 20%;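 further: plate controls were negative control peptide for no effect and reference peptide for full effect; strong numbers were not always called active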
The depositor's hits bear a star; & = joins results of further samples. This is a subset; the hit share may differ from the screen's.

SMILES | PriA SSB inh
O=C(NCCS(=O)(=O)N1CCc2ccccc2C1)c1cccc(Br)c1 | -7
Cc1ccc(Cl)cc1NC(=O)C(=O)NCC(O)c1ccoc1 (stereo not given) | 23
C[C@](O)(CNS(=O)(=O)c1cccc(F)c1)c1ccc(-c2ccccc2)cc1 | -7
CCOc1ccccc1C(=O)N1CCC(N2CCC[C@@H]2COCc2ccccc2)CC1 | 6
COc1ccc(N(C(C)C(=O)NN=Cc2cc(Br)c(C)o2)S(C)(=O)=O)cc1 (stereo not given) | -8
CS(=O)(=O)N1CCC(C(=O)NCCn2ccn3nccc23)CC1 | -12
O=S(=O)(NCC(c1cccs1)N1CCc2ccccc21)c1cccs1 (stereo not given) | 0
CCS(=O)(=O)NCCNc1ccc(C)nn1 | -3
CN1CCN(C(CNS(=O)(=O)c2ccccc2F)c2ccsc2)CC1 (stereo not given) | -14
CC(CC(=O)Nc1ccc([N+](=O)[O-])cc1)=NNC(=O)C1C2CCCCC21 (stereo not given) | 1
Cn1cccc1-c1noc(CNC(=O)CCn2cnc3ccccc3c2=O)n1 | 6
CCC(C=NNc1ccc(S(=O)(=O)N2CCCC2)cc1[N+](=O)[O-])CC | -2
CCOC(=O)C1=C(N)Oc2c(oc(CO)cc2=O)C1c1ccccc1F (stereo not given) | -5
Cc1cc(NC(=O)C(=O)NCCCc2ccc(N(C)C)cc2)no1 | -11
CN(C)c1cccc(C(=O)NCC2CCN(C(=O)c3cccnc3)CC2)c1 | 3
COC(=O)NCC1(O)Cc2ccccc2C1 | -14
CS(=O)(=O)Nc1ccc2c(c1)N(C(=O)C1CC1)CCC2 | -27
O=C(CN1CCOCC1)Nc1oc2ccc(Cl)cc2c(=O)c1-c1ccc(Cl)cc1 | -2
Cc1cc(S(=O)(=O)N=C(N)c2ccc(C(N)=O)cc2)cc(C)c1F | -9
O=C(NCCc1ccoc1)c1ccc2nsnc2c1 | 6
O=C(COc1ccccc1)NCC(=O)N/N=C\c1ccc(Br)cc1 | -3
COCCNC(=O)C(=O)NCC1(c2ccsc2)CCCC1 | -3
CCOc1ccc(NC(=O)Cc2cc(=O)[nH]c(SCc3ccccc3F)n2)cc1 | -12
CCc1ccc2c(c1)sc(=NC(=O)c1cc(C)nn1CC)n2CC(=O)OC | 0
Cc1ccc(-n2cc(C(=O)NC(C)CCc3ccccc3)nn2)cc1C (stereo not given) | -9
COc1ccc(CCNC(=O)C2CCCN(c3ccc(-c4ccc(Cl)cc4)nn3)C2)cc1OC (stereo not given) | -7&-2
O=S(=O)(c1ccc(Cl)s1)N1CC[C@H](Oc2cccnn2)C1 | -15
COc1ccc(-c2[nH]c3ccccc3c2SCCNC(=O)C2c3ccccc3OC3C=CC=CC32)cc1 (stereo not given) | 11
CC1CN(S(=O)(=O)c2ccc(C(=O)Nc3nc4c(s3)Cc3ccccc3-4)cc2)CC(C)O1 (stereo not given) | -10
CCOC(=O)N1CCN(C(=O)CSc2ccc(NC(=O)c3ccccc3)nn2)CC1 | 6

Sorted by heavy-atom count (descending): some entries from above
SMILES | PriA SSB inh
CCc1ccc2c(c1)sc(=NC(=O)c1cc(C)nn1CC)n2CC(=O)OC | 0
Cc1ccc(-n2cc(C(=O)NC(C)CCc3ccccc3)nn2)cc1C (stereo not given) | -9
COCCNC(=O)C(=O)NCC1(c2ccsc2)CCCC1 | -3

Further entries:
SMILES | PriA SSB inh
Cc1c(C(=O)N(C)C)sc2c1c(=O)n(-c1ccccc1C(F)(F)F)c(=O)n2Cc1cccc(F)c1 | -27
O=C(Cn1c(=O)oc2ccccc21)N1CC(c2nc(-c3cnccn3)no2)C1 | -10
O=C(NN=Cc1cn(-c2ccccc2)nc1-c1cccnc1)c1cccnc1 | -3
CNc1nc(NN=Cc2cc([N+](=O)[O-])ccc2F)nc(Nc2ccccc2)n1 | 1
Cn1c(-c2ccccn2)nn(CCNC(=O)CSc2ccc(F)cc2)c1=O | 1
O=C(NCc1cccnc1)C(=O)Nc1ccc(N2CCCCS2(=O)=O)cc1 | -2
CCCC(CCC)C(=O)NCCN1CCN(S(=O)(=O)c2ccc(OC)cc2)CC1 | -16
Cc1ccc(-n2c(SCC(=O)NN=Cc3c(C)nn(-c4ccccc4)c3C)nc3ccccc3c2=O)cc1 | -17
CC1(C)C(C=C(Cl)Cl)C1C(=O)NN=Cc1ccccc1F (stereo not given) | -2
CC1CCc2nc(NC(=O)c3cccc([N+](=O)[O-])c3)sc2C1 (stereo not given) | 19
COCCCNC(=O)CSc1nc(-c2cc(OC)c(OC)c(OC)c2)[nH]c1-c1ccc(Cl)cc1 | 5
O=C(NN=Cc1ccccn1)c1cc(-c2ccc(Cl)s2)[nH]n1 | -7
CCn1nc(C)cc1C(=O)Nc1nc(-c2cc(Cl)sc2Cl)cs1 | -5
S=c1[nH]nc2oc3ccccc3n12 | 9
Cc1cccc(CC(=O)NCCn2ncc3c(=O)n(Cc4ccccc4F)cnc32)c1 | 10
COc1cc(C(=O)NCC(F)(F)F)on1 | -6
COC(C)(CNC(=O)c1ccoc1)c1cccc(Cl)c1 (stereo not given) | -17
O=C(NCCOc1ccc(F)cc1)C1CCc2nc[nH]c2C1 (stereo not given) | -15
Cc1ccc(-n2ncc3c(C)nn(CC(=O)Nc4ccc5c(c4)OCCO5)c(=O)c32)c(C)c1 | 2
O=C(NCC(Cc1cccc(F)c1)N1CCNC1=O)C1CC=CCC1 (stereo not given) | -6
CN(C)S(=O)(=O)c1ccc(C(=O)NCc2nn(C)c3c2COCC3)cc1 | -3
Brc1cccc2sc(N3CCOCC3)nc12 | -18
COc1ccc(-c2cnnc(NN=Cc3ccc(C)o3)n2)cc1 | -12
COc1ccccc1OCC(=O)NCCc1ccc(N2CCCC2)cc1 | 0
CCOc1cc(C(=O)Nc2nnc(-c3ccc(F)cc3)s2)cc(OCC)c1OCC | 7
COc1ccc(C(=O)CN2CCC(Cn3cnc4ccccc43)CC2)cc1 | -5
COC(=O)c1ccc(NC(=O)c2csc3nc(-c4cccc(OC)c4)cn23)cc1 | 8
COc1ccc(NC(=O)Cn2c(C)nc3c(sc4cccc(F)c43)c2=O)cc1Cl | -1
CCOC(=O)c1sc(=NC(=O)CCCSc2ccc(OC)cc2)n(C)c1C | 2
O=C(CCS(=O)(=O)c1ccccc1)N(Cc1cccnc1)c1nc2cc3c(cc2s1)OCO3 | -9

Another view of some results above.
Molecule: COc1ccc(NC(=O)Cn2c(C)nc3c(sc4cccc(F)c43)c2=O)cc1Cl
  PriA SSB inh: -1
Molecule: COC(=O)c1ccc(NC(=O)c2csc3nc(-c4cccc(OC)c4)cn23)cc1
  PriA SSB inh: 8
Molecule: Brc1cccc2sc(N3CCOCC3)nc12
  PriA SSB inh: -18

(more compounds)
SMILES | PriA SSB inh
O=[N+]([O-])c1ccccc1C=NN1CCN(Cc2ccccc2Cl)CC1 | 31
Cc1cccnc1NC(=O)c1ncc(-c2ccc(F)cc2)o1 | -11
O=C(NCc1cccs1)N1CCSC(c2ccccc2)CC1 (stereo not given) | 1
CCOc1ccc(-c2nnc3ccc(SCC(=O)NC4CCCC4)nn23)cc1 | -10
CS(=O)(=O)N1CCc2nc(NC(=O)c3ccc(=O)[nH]n3)sc2C1 | 0
CN(C)c1ccc(CCCNC(=O)C(=O)Nc2ccccc2C#N)cc1 | -11
O=C1NCCN1C(=O)NCc1cccnc1-c1ccsc1 | -11
CC(=O)Nc1ccc(SCCCC(=O)N2CCN(C)CC2)nn1 | -11
Cc1cc2ncc3c(n2n1)CCN(C(=O)Cn1cnc2c1c(=O)n(C)c(=O)n2C)C3 | -10
O=C(NC[C@]1(O)CCc2ccccc2C1)c1nc2ccccc2s1 | -6

Reformatted: entries from further up.
Molecule	PriA SSB inh
COC(=O)c1ccc(NC(=O)c2csc3nc(-c4cccc(OC)c4)cn23)cc1	8
O=S(=O)(NCC(c1cccs1)N1CCc2ccccc21)c1cccs1 (stereo not given)	0

More structures
SMILES | PriA SSB inh
O=c1[nH]ncc(NN=Cc2ccccc2)c1Cl | -12
O=C(COc1ccccc1[N+](=O)[O-])NN=Cc1cccc(OC(=O)c2ccc3c(c2)OCO3)c1 | -2
COc1cccc(-c2nnc3ccc(OCCNC(=O)c4c(OC)cccc4OC)nn23)c1 | -11&-6
COc1ccc(CNC(=O)CSc2nc3c(-c4ccccc4)c[nH]c3c(=O)n2C2CC2)cc1OC | 15
COc1ccc(-c2cn3c(C)c(C(=O)N(C)c4ccccc4)sc3n2)cc1 | 38*
O=C(CCc1ccccc1)NN=Cc1cc(Br)ccc1O | 1
CCOc1ccccc1S(=O)(=O)N1CC(c2nc(-c3cccc(C(=O)NC)c3)no2)C1 | -15
COc1nn(C)cc1C(=O)Nc1ccc(C(F)(F)F)cc1 | 4
CN(C)S(=O)(=O)NCCn1nc(C2CC2)n(-c2ccccc2)c1=O | -9
Cn1c(=NC(=O)c2ccc([N+](=O)[O-])cc2)sc2cc3c(cc21)OCCO3 | -7
Cc1cc(NC(=O)c2ccc3ncsc3c2)n(-c2nc3c(F)cccc3s2)n1 | -11
COc1ccc(C)cc1S(=O)(=O)Oc1ccc(OCc2ccccc2)cc1 | -27
Cc1cc(C(=O)NN=Cc2ccc(C)s2)n[nH]1 | -12
O=C(Nc1cccc2cccnc12)N1CCOCC1 | -7
C#CCn1c(=NC(=O)c2cc3ccccc3oc2=O)sc2cc(Br)ccc21 | -11
CC(C)(Oc1ccc(Cl)cc1)C(=O)N1CC(Oc2nccs2)C1 | -3
CCn1nc(C)cc1C(=O)N1CCOCC1 | -1
COc1cn(CC(=O)NCCc2ccccc2)c(CN2CCCCC2)cc1=O | -8
O=C(COc1cccc2ccc(N3CCCCC3)nc12)NCc1ccc2c(c1)OCO2 | -2
Cc1nc(C(=O)N2CCN(c3cc(-n4ccnc4C)ncn3)CC2)cc(-n2cccn2)n1 | -17

In another format: results already given.
> CN(C)S(=O)(=O)c1ccc(C(=O)NCc2nn(C)c3c2COCC3)cc1
  PriA SSB inh = -3

> Brc1cccc2sc(N3CCOCC3)nc12
  PriA SSB inh = -18

> COc1ccc(-c2cnnc(NN=Cc3ccc(C)o3)n2)cc1
  PriA SSB inh = -12

> COc1ccccc1OCC(=O)NCCc1ccc(N2CCCC2)cc1
  PriA SSB inh = 0

Next section.
SMILES | PriA SSB inh
Cc1cc(C)c2nc(C)cc(N)c2c1 | -14&0
CCOC(=O)c1[nH]c(C)cc1C | -1
FC(F)(F)c1ccc(C=Nn2c(COc3ccccc3)n[nH]c2=S)cc1 | -2
O=C(NCc1cccnc1-c1ccsc1)[C@@H]1CC=CCC1 | -14
O=C(NCCC(c1ccccc1)c1ccccc1)C(=O)Nc1ccccc1F | -17&1
CN(C)c1ccc(CCNC(=O)c2ccco2)cc1 | 3
CSc1ccc([C@@H](O)CNS(=O)(=O)c2cccnc2)cc1 | 3
NS(=O)(=O)c1ccc(NC(=O)/C=C\C(=O)O)cc1 | 8
O=C(CSc1cccc2cccnc12)NN=Cc1cccnc1 | 83*
Cc1noc(-c2ccc(NC(=O)NCc3cccs3)cc2)n1 | -18
Cc1cc(NC(=O)CN2C(=O)CCC2=O)no1 | -6
O=C(Nc1nnc(-c2ccc3c(c2)CCCC3)o1)C1CCCN1S(=O)(=O)c1ccc(Cl)s1 (stereo not given) | -2
CN1C(=O)Cc2cc(NC(=O)c3cc(C4CC4)on3)ccc21 | -14
C/C(=N/O)c1ccc2c3ccccc3n(C)c2c1 | -13
CCc1ccc(/C=C/C(=O)Nc2nnc(C)s2)cc1 | -7
Cc1cccc(NC(=O)NCCOc2ccc(-c3cccs3)nn2)c1 | 0
O=C(Cc1cccc2ccccc12)NCC1(O)CCCC1 | -12
O=C(NN=C1CC2CC=CC12)c1ccc(COc2ccccc2)cc1 (stereo not given) | 5
CN(C)c1cccc(C(=O)NN=Cc2ccsc2)c1 | 6
O=C(Nc1cnn(C2CCOC2)c1)c1cc(-c2ccc(F)cc2)c[nH]1 (stereo not given) | 8
O=C(C[C@@H]1C/C=C/C[C@@H](Cc2ccc(F)cc2)C(=O)OC[C@@H]2CCCN2C1=O)NCCO | -18
Cn1ccsc1=NS(=O)(=O)c1ccc(C(C)(C)C)cc1 | 6
COc1ccc(Cl)cc1C(=O)N1CCC(c2nnc(C(C)C)o2)CC1 | 8
O=C(c1ccc(N2C(=O)CCC2=O)cc1)N1CCc2ccccc2C1 | -6
Cc1cc(C)c(C(=O)NCC2CCN(Cc3cccs3)CC2)c(C)c1 | -4
S=C(NC1Cc2ccccc2C1)N1CCc2ccccc21 | -6
O=C(CCS(=O)(=O)c1ccccc1)Nc1nc2c(s1)CSc1ccccc1-2 | -6
Cc1noc(C)c1CC(=O)NCC1CCN(c2nccnc2C#N)CC1 | -11
Cc1cc(C(=O)N2CC(C(=O)NC3CC3)C2)no1 | -12
C=CCN1C(=O)C(=c2sc3nc(=O)c(Cc4ccccc4Cl)nn3c2=O)c2ccccc21 | -10
C=CCNC(=O)Nc1nnc(-c2ccn(C)n2)o1 | 8
COc1ccc(S(=O)(=O)C(CNC(=O)C23CC4CC(CC(C4)C2)C3)c2cccs2)cc1 (stereo not given) | -14
Cc1nnc(C2CCCN(C(=O)Cn3cnc4ccccc4c3=O)C2)s1 (stereo not given) | -4
CC(=NNC(=O)c1ccc(F)cc1)c1cccc(NC(=O)c2ccco2)c1 | -15
Cc1cc(-c2nnc(NC(=O)c3cc4ccccc4o3)o2)n(C)n1 | -9&0
O=C(Nc1nnc(-c2ccco2)o1)C1CCN(S(=O)(=O)c2ccc(Cl)s2)CC1 | -1
O=C(c1cccc(C(F)(F)F)c1)N1CCC2(CC1)NC(=O)N(Cc1ccccc1)C2=O | -10
CC(=O)N1CCc2c(sc3nc(SCc4cccc([N+](=O)[O-])c4)n(-c4ccccc4)c(=O)c23)C1 | 15
CC(=O)NC(=Nc1nc(C)cc(C)n1)Nc1ccc(Cl)cc1Cl | -12
CCOc1ccc(C(O)=C2C(=O)C(=O)N(c3ccccn3)C2c2ccc(C)cc2)c(C)c1 (stereo not given) | -7
Cc1sc2ncnc(-n3ncc(C#N)c3N)c2c1-c1ccc(Cl)cc1 | -11&4
